PG9 Ab binder: binders of HIV-1 gp120 antibody PG9, primary screen, biochemical, TR-FRET; TR-FRET gp120-PG9 antibody binding; inhibition, % at 6.7 µM; 360,000 tested, 0.43% active; in the data active = inhibition above about 8.5%
ABHD4 inh: ABHD4 inhibitors, primary screen, biochemical, fluorescence polarization, mouse | 370,000 tested, 0.54% active | purified mABHD4, FP-Rh probe fluorescence polarization | (Lyso)-N-acylphosphatidylethanolamine lipase (Mus musculus), Q8VD66 | inhibition, % at 8.92 µM | AID 720543, 2013;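 active = inhibition exceeding the mean over every tested compound plus 3 SD, cut at about 30% in these data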;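 also: 0% = plate median of compound wells and 100% = S159A mutant with DMSO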
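Assay system: wild-type mouse ABHD4 protein; compound: single nominal dose of 8.92 µM, 0.89% DMSO final; schedule: 45 min + 60 min at 25 °C; measured by: FP readout, ex 525 nm / em 598 nm; evaluation: % inhibition of FP-Rh probe binding versus controls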
HTRA1 inhibitor: HTRA1 serine protease inhibitors, primary screen, biochemical, fluorescence polarization, HTS; AID 504803, 2011; Q92743; 340,000 tested, 0.5% active; inhibition, % at 5.96 µM; recombinant HTRA1, FP-rhodamine activity-based probe; in the data active = inhibition above about 36%;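 also: 0% = enzyme with DMSO and 100% = wells lacking enzyme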
LEDGF integ inh: blockers of LEDGF/p75-dependent integrase strand transfer – biochemical, TR-FRET, high throughput, primary screen | HIV-1 integrase (with human LEDGF/p75) | TR-FRET IN-LEDGF/p75 DNA integration, Eu/Cy5 | inhibition, % at 3.7 µM | 370,000 tested, 0.64% active | AID 743269, 2014;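 active = inhibition above the screen-wide mean plus 3 SD, cut at about 13% in these data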;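 also: signal is the Cy5 over europium emission ratio at 671 and 618 nm; 0% = plate median of compound wells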
TCR CD3 inh: inhibitors of human TCR-CD3 interaction, primary screen, biochemical, fluorescence, TAMRA-labeled TCR probe; 360,000 tested, 0.37% active; AID 651800, 2012; inhibition, % at 9.4 µM; in the data active = inhibition above about 19%;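 also: recombinant mutant TCR 2C K166C tagged with TAMRA read by polarization; 0% = receptor in buffer alone and 100% = receptor with positive control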
PRMT1 FP inh: PRMT1 methyltransferase inhibitors, primary screen, biochemical, fluorescence polarization | 370,000 tested, 1.3% active | Protein arginine N-methyltransferase 1 (Homo sapiens), Q99873 | inhibition, % at 2.79 µM | recombinant PRMT1, activity-based probe fluorescence polarization | AID 652257, 2013;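 active = inhibition above about 21% made by adding two undisclosed values, limit read from the data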
Target sequence (Q99873 whole entry, looked up): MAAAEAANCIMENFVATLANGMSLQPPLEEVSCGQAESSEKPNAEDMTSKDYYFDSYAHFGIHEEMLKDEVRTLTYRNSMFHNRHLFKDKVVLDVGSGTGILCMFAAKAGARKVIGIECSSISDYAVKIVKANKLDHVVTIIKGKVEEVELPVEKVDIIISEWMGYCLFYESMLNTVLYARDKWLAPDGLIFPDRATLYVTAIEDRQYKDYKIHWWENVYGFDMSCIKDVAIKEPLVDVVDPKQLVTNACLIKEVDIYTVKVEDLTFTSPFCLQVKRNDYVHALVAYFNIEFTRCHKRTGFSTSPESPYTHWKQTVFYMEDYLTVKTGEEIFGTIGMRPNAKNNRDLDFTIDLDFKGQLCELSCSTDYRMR
rCAG RNA binder: binders of r(CAG) RNA repeats, primary screen, biochemical, fluorescence; r(CAG) RNA repeat, TO-PRO-1 dye displacement fluorescence; inhibition, % at 3 µM; 370,000 tested, 1.3% active; AID 651821, 2012;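 active = inhibition above the plate cutoff, the mean of all test compounds on that plate plus 3 SD, cut at about 35% in these data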;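 also: 0% = DMSO alone and 100% = 100 µM mitoxantrone as full dye displacement; higher means more dye released from RNA so lower well fluorescence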
MBD2 inh: inhibitors of MBD2 binding to methylated DNA, primary screen, biochemical, TR-FRET, DNA-binding domain, human. MBD2 binding to methylated oligonucleotide. 370,000 tested, 0.31% active. AID 686964, 2013. Methyl-CpG-binding domain protein 2 (Homo sapiens), Q9UBB5. inhibition, % at 4.4 µM; in the data active = inhibition above about 13%
Rev-erbA mod: modulators of Rev-erb alpha DNA binding, primary screen, biochemical, FITC-DNA, fluorescence polarization, uHTS | Nuclear receptor subfamily 1 group D member 1 (Homo sapiens), P20393 | Rev-erbα–FITC-DNA binding, 90 min | activity, % at 10 µM | 370,000 tested, 0.79% active;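 active = activity above about 14%, limit read from the data; passing the limit was not always enough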;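 also: 0% = DMSO wells with 35 nM protein and 100% = DMSO wells with 750 nM protein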
Target sequence (P20393 whole entry, looked up): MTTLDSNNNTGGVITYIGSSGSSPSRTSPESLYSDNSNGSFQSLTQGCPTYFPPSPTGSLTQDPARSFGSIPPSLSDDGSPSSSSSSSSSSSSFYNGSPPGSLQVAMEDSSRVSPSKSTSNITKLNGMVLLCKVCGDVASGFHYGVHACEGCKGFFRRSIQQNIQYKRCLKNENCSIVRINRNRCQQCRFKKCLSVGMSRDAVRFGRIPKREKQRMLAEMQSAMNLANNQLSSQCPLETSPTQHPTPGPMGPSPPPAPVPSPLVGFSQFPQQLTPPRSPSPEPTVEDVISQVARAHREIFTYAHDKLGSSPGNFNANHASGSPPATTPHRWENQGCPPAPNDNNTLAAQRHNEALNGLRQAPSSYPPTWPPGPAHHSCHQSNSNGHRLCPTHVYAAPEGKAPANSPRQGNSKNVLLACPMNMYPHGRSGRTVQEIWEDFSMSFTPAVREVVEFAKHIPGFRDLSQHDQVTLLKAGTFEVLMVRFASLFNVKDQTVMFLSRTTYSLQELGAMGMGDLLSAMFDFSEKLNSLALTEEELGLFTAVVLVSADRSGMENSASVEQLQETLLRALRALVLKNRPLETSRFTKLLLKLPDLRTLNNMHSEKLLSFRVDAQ
UHRF1 binding: UHRF1 methylated DNA binding inhibitors, primary screen, counter-screen for MBD2 inhibitor project, biochemical, TR-FRET, human UHRF1, single concentration; E3 ubiquitin-protein ligase UHRF1 (Homo sapiens), Q96T88; UHRF1 binding to methylated oligo; inhibition, % at 4.4 µM; 370,000 tested, 0.75% active; in the data active = inhibition above about 21%;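 also: UHRF1 SRA domain binding a hemimethylated CpG hairpin DNA probe; 0% = median of test compound wells and 100% = reference inhibitor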
The depositor's hits bear a star; · = not tested or not shown.

Sample of the layout, 3 compounds:
SMILES	PG9 Ab binder	ABHD4 inh	HTRA1 inhibitor	LEDGF integ inh	TCR CD3 inh	PRMT1 FP inh	rCAG RNA binder	MBD2 inh	Rev-erbA mod	UHRF1 binding
O=C(c1ccccc1Cl)N(Cc1ccccc1F)N1C(=O)CCCC1=O	1.1	1	8	4	1	-2	-1	-3	5	-1
Cc1ccc(S(=O)(=O)Nc2ccc3cn[nH]c3c2)cc1C	-0.6	-23	·	-6	-2	8	6	10	-4	4
O=c1c2[nH]cnc2n(-c2cccc(Br)c2)c(=O)n1Cc1ccccc1	-0.6	-4	-1	-2	4	-1	1	-1	1	0

Main list, repeating the preview:
SMILES	PG9 Ab binder	ABHD4 inh	HTRA1 inhibitor	LEDGF integ inh	TCR CD3 inh	PRMT1 FP inh	rCAG RNA binder	MBD2 inh	Rev-erbA mod	UHRF1 binding
O=C(c1ccccc1Cl)N(Cc1ccccc1F)N1C(=O)CCCC1=O	1.1	1	8	4	1	-2	-1	-3	5	-1
Cc1ccc(S(=O)(=O)Nc2ccc3cn[nH]c3c2)cc1C	-0.6	-23	·	-6	-2	8	6	10	-4	4
O=c1c2[nH]cnc2n(-c2cccc(Br)c2)c(=O)n1Cc1ccccc1	-0.6	-4	-1	-2	4	-1	1	-1	1	0
CCN1CCN(S(=O)(=O)c2ccc(Cl)c(C(=O)Nc3cc(Cl)ccc3N3CCOCC3)c2)CC1	1.0	6	-7	-2	2	3	-2	0	0	0
CCCCn1c(=N)n(CC(O)COc2ccccc2)c2ccccc21 (stereo unspecified)	0.9	1	-5	2	1	-1	8	3	3	-1
CC(NS(=O)(=O)c1ccccc1)c1n[nH]c(=S)n1-c1ccccc1 (stereo unspecified)	-1.1	0	10	5	0	-1	0	4	-3	-1
CCC1Oc2ccc(C)cc2N(CC(=O)N(Cc2cccnc2)Cc2cccc(F)c2)C1=O (stereo unspecified)	0.0	0	3	-1	5	1	-8	1	-2	0
COC(=O)c1ccc(S(=O)(=O)c2ccc(C(=O)OC)s2)s1	-0.9	-5	·	4	6	0	1	-1	3	-2
Cc1ccc(NC(=O)CSC(C)C(=O)OCC(=O)N2CCN(C(=O)c3ccco3)CC2)cc1 (stereo unspecified)	0.4	-1	4	-3	-7	7	3	0	0	3
CN(CC(=O)Nc1ccccc1Cl)C(=O)COC(=O)c1ccc([N+](=O)[O-])cc1Cl	-1.5	4	-1	1	-2	1	0	-2	-10	-1
Cc1ccc(C)c(-n2ccnc2SCC(=O)c2c(N)n(C3CC3)c(=O)[nH]c2=O)c1	-1.1	0	6	-6	-8	1	0	4	-4	-1
COc1ccccc1NC(=O)C(C)N(C)CC(=O)Nc1cccc2ccccc12 (stereo unspecified)	-2.0	-6	0	1	1	-1	2	1	-1	1
COc1ccc(C(=O)OC/C(O)=C(\C#N)c2nc3ccccc3[nH]2)cc1S(=O)(=O)N1CCOCC1	0.0	4	9	-4	-9	3	27	5	-1	3
Cc1ccccc1CNC(=O)Cn1ccc2cc(S(=O)(=O)N3CCCCCC3)ccc21	-1.4	1	-18	1	-5	2	4	-3	1	-3
Cc1[nH]c2ccccc2c1C(=O)COC(=O)c1c(-c2c(F)cccc2Cl)noc1C	0.9	-64	-57	0	6	-1	6	-4	-4	0
COc1ccc(CCC(=O)NCc2cn3ccccc3n2)cc1	0.3	-2	0	1	4	2	0	-2	5	2
N#Cc1ccc(NC(=O)Nc2cccc(C#N)c2)cc1	-0.3	-38	-29	1	-10	11	5	4	8	5
COc1cccc(-n2nnnc2SCC(=O)Nc2nc3c(s2)CCCC3)c1	-0.5	-2	-23	0	1	0	7	1	-1	1
CCCCOC(=O)C1[C@H]2C(=O)N(Cc3cccs3)C[C@]23C=C[C@H]1O3 (stereo partly specified)	0.8	2	0	0	2	0	4	-6	0	0
CN1/C(=C\C=N\NC(=O)c2ccccc2Br)C(C)(C)c2ccccc21	-1.7	-10	3	-4	-2	1	-5	5	2	-3
CC(C)C[C@H]1COc2cc(F)ccc2S(=O)(=O)N1C	·	5	·	-3	·	3	2	0	3	0
FC(F)(F)c1ccc(NCc2ccccn2)nc1	-1.1	-1	3	1	-5	-2	2	2	-4	0
CN(C)S(=O)(=O)c1ccc(N)c([N+](=O)[O-])c1	-0.8	2	1	-3	0	2	3	-2	-4	-1
CCC1OC(C2CC2)CC2=C1C(=O)OC(C)(C)O2 (stereo unspecified)	0.1	6	·	-1	3	0	1	1	0	1
C/C(=N\O)c1c(O)cc(-c2ccccc2)n(-c2ccccc2)c1=O	-1.3	3	·	-4	-4	1	1	1	-7	1

Reprinted at random: three compounds from above
SMILES	PG9 Ab binder	ABHD4 inh	HTRA1 inhibitor	LEDGF integ inh	TCR CD3 inh	PRMT1 FP inh	rCAG RNA binder	MBD2 inh	Rev-erbA mod	UHRF1 binding
CN1/C(=C\C=N\NC(=O)c2ccccc2Br)C(C)(C)c2ccccc21	-1.7	-10	3	-4	-2	1	-5	5	2	-3
FC(F)(F)c1ccc(NCc2ccccn2)nc1	-1.1	-1	3	1	-5	-2	2	2	-4	0
CCN1CCN(S(=O)(=O)c2ccc(Cl)c(C(=O)Nc3cc(Cl)ccc3N3CCOCC3)c2)CC1	1.0	6	-7	-2	2	3	-2	0	0	0

Other results
SMILES	PG9 Ab binder	ABHD4 inh	HTRA1 inhibitor	LEDGF integ inh	TCR CD3 inh	PRMT1 FP inh	rCAG RNA binder	MBD2 inh	Rev-erbA mod	UHRF1 binding
CC(=O)N1CC(C)Sc2ccc(S(=O)(=O)NC3CCCCC3C)cc21 (stereo unspecified)	-1.8	1	-1	3	5	-2	-3	0	4	1
Cc1ccc(-c2c(NC(=O)c3ccccc3)nc3ncccn23)cc1	·	-2	·	4	·	-4	1	-8	1	-1
COC(Cc1n[nH]c(=S)n1-c1ccc(Cl)cc1)OC	-0.5	0	1	1	2	-2	-3	2	3	-2
N#Cc1ccc(OCCOCCNC2CCCC2)cc1	-2.8	6	3	4	4	1	3	-5	6	-1
COc1ccc(-c2cc(=O)c3ccccc3n2C)cc1	-0.8	6	0	-3	-3	0	-2	-1	1	1
O=C(NC1=NCCS1)c1ccc(Cl)cc1	-3.8	3	10	-4	0	-2	-2	-2	-2	-1
O=C1NN=C(c2ccccc2)CC1c1ccc(Cl)cc1Cl (stereo unspecified)	-0.4	-15	1	4	2	0	-5	2	2	2
O=C(COC(=O)CCC(=O)c1ccc(F)cc1)Nc1ccc2[nH]c(=O)[nH]c2c1	-0.6	0	-1	-6	8	-6	3	3	-9	2
O=C(NCC(=O)N1CCc2ccccc2C1)c1ccccc1Cl	-2.5	3	7	-2	3	-4	2	-1	-5	-1
COc1ccc(C(=O)NCC2CCCO2)cc1 (stereo unspecified)	-3.0	5	4	1	1	-4	4	-3	3	3
CC1/C(=C\c2ccc(Cl)cc2)C(=O)C2CC1C2(C)C (stereo unspecified)	-0.3	-5	-12	-1	-2	3	-4	-2	-6	1
COc1ccccc1NC(=O)CC(=O)c1cccc([N+](=O)[O-])c1	-2.2	2	-1	2	9	3	12	-1	0	-2
Cc1cc(/C=N/n2cnnc2)c(C)n1-c1cccc(Cl)c1	0.3	-2	10	0	2	2	1	-2	3	3
O=C(CCCN1C(=O)S/C(=C/C=C/c2ccccc2)C1=O)Nc1ccc(C(=O)O)cc1	-3.7	-28	-115	-1	0	-1	31	1	-8	2
CC(Oc1ccc(Br)cc1)c1nc2c3ccccc3nc(=S)n2[nH]1 (stereo unspecified)	-2.1	-6	-1	-3	-8	9	36*	5	8	-10
O=C1[C@H]2CC3CCC2(O3)[C@@H]2OCCCN12 (stereo partly specified)	1.2	2	10	-1	3	-2	1	-8	10	-6
Cc1[nH]nc2c1C(C1CC=CCC1)C(C#N)=C(N)O2 (stereo unspecified)	-0.3	-5	0	2	8	-4	-4	-3	-1	-1
C=CCN1C(=O)CSc2ccc(C(=O)NCc3cccs3)cc21	-1.1	-13	0	1	3	0	-1	1	0	0
COc1ccc(C(=O)OC(C)CN2CCN(C)CC2)cc1OC (stereo unspecified)	-0.8	5	-1	1	-1	2	-2	2	2	-1
CCOC(=O)c1c(C)nc2c(c(SC)nn2-c2ccccc2)c1N	0.0	-1	-1	-1	5	1	4	-1	1	0
CC1(C(=O)Nc2ccc3c(c2)OCCO3)CCN1C(=O)c1ccccc1CCc1ccccc1 (stereo unspecified)	1.9	3	·	0	8	5	5	3	0	0
O=C(N1CCCC1)C12CC3CC(C1)CC(C(=O)N1CCCC1)(C3)C2	-0.1	1	7	0	12	-1	7	-2	-3	2
O=c1c([N+](=O)[O-])c(N2CCOCC2)c2ccccc2n1-c1ccccc1	-0.1	-1	6	-5	-6	5	1	2	·	1
COc1ccc(C(C)=O)cc1CSc1ccc(S(=O)(=O)N2CCOCC2)cn1	-0.7	3	-11	-2	-3	6	9	-1	5	-2
C=CCOc1cccc(C2C(C(=O)c3ccc(C)o3)=C(O)C(=O)N2CCN2CCOCC2)c1 (stereo unspecified)	3.0	5	-7	-5	-7	6	9	4	5	-1
CC(C)[C@H](NC(=O)OC(C)(C)C)C(=O)N1CCC(C(=O)N[C@@H](C)C(=O)Nc2ccc(F)cc2)CC1	-0.7	7	9	0	1	-1	-3	1	1	-1
COc1ccc(OCC(=O)N2CCN(S(=O)(=O)c3ccc(Cl)cc3)CC2)cc1	0.6	4	-2	-5	-2	1	-3	1	1	-2

The list is partial. The share of hits here may be higher or lower than overall.
